Bioassay records from PubChem.
PDI turbidity – blocks human protein disulfide isomerase activity. PDI insulin aggregation turbidity, A650, 90 min. inhibition, % at 10 µM. 0.052% of 350,000 active. AID 588391;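 active = mean inhibition across replicates of 30% or more, whatever share of single replicates reach that level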;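 note: absorbance from insulin aggregation driven by PDI reduction with DTT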
Granule exo inh – lytic granule exocytosis inhibition | TALL-104 LAMP-1 surface exposure, flow cytometry; cells stimulated with thapsigargin and PMA | inhibition, % at 10 µM | 0.66% of 360,000 active | AID 651702;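 active = inhibition above about 55%, limit read from the data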
Vif inh – blocks HIV Vif function. HEK293T cells, Vif self-association by quenched fluorescence, imaging, 24 h. inhibition, % at 7.49 µM. 0.35% of 340,000 active. AID 602346; in the data active = inhibition above about 50%, passing the limit was not always enough; note: some results filed as inactive read as strong as hits
CaV13 FRET inh – Disruptors of the CACNA1D IQ motif to Ca2+-dependent inactivation inhibitor domain association, primary screening, Förster resonance energy transfer in intact living …; AID 743397; 0.098% of 340,000 active; HEK cells, CFP/YFP FRET ICDI-IQ, plate reader, 10 min; percent FRET-ratio fall versus neutral wells; inhibition, % at 12.3 µM;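 active = mean replicate inhibition of at least 30% and at least 1% of replicates passing that level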;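 note: 0% = median of the neutral control wells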
aDG glyco up – increases alpha dystroglycan glycosylation | Pro5-aDG cells, alpha-DG glycosylation AlphaScreen (IIH6); 0% Pro5, 100% B10-LARGE cell signal | activation, % at 10 µM | 0.22% of 360,000 active;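 active = activation of at least 8% versus controls, or a plate z-score of at least 8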;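 note: Pro5 are CHO cells carrying HIG-tagged alpha-DG that lacks glycosylation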
HTR2A ag – agonists of mouse serotonin 5-HT2A receptor (HTR2A); P35363; activation, % at 7.6 µM; CHO-K1 mHTR2A beta-arrestin complementation, luminescence; percent of 30 µM serotonin response; 0.66% of 360,000 active;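 active = activation above a run cutoff, the mean activation of all tested compounds plus 3 SD, cut at about 14% in these data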;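 note: 0% = plate median of compound wells and 100% = 30 µM serotonin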
Glyco luc inh – blocks N-linked glycosylation in D54 reporter cells; 0.23% of 360,000 active; D54 ERlucT glycosylation luciferase reporter, 24 h; percent of 100 nM tunicamycin response; reporter increase, % at 12.5 µM;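 active = mean luciferase reporter signal, scaled so untreated is 0 and the glycosylation-blocking control 100, at or above a set limit in every replicate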;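 note: luciferase carries N-glycosylation sites so blocking glycosylation raises the light; 0% = median of neutral control wells and 100% = median of 100 nM tunicamycin wells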
ABCB6 inh 2 – human ABCB6 transporter inhibition; AID 602162; fluorescence ratio to DMSO, % at 10 µM; 0.19% of 360,000 active; Q9NP58; K562-ABCB6 porphyrin accumulation, flow cytometry, 1 h; hits give low values;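 active = fluorescence ratio to DMSO below 75%, the collection mean minus 3 SD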;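 note: signal is porphyrin accumulated inside mitochondria; 100% equals median channel fluorescence of DMSO control wells; lower ratio means ABCB6 inhibition with less porphyrin fluorescence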
Target sequence (Q9NP58 whole entry, looked up): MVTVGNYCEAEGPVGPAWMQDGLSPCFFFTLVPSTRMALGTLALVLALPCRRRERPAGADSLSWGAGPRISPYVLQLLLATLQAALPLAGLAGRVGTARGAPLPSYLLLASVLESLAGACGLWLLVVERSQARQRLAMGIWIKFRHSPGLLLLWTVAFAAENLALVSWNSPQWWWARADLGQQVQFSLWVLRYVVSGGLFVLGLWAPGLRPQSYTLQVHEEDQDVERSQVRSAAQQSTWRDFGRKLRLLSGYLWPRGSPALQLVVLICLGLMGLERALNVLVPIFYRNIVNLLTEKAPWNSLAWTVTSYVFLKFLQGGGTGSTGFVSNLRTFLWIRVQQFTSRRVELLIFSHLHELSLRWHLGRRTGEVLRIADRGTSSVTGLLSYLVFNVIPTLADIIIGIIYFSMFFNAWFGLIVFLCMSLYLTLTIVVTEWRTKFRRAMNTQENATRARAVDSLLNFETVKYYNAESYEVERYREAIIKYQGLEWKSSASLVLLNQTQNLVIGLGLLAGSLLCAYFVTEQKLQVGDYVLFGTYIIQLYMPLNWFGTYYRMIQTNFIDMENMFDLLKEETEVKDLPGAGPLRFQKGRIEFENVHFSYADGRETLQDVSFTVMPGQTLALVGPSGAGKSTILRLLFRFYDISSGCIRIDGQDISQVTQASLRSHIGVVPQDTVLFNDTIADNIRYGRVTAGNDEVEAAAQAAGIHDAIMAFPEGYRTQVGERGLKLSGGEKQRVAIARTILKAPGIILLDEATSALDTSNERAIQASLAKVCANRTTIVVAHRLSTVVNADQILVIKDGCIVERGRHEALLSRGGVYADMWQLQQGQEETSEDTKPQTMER
Cardio protect – myocardial damage modulation in H9c2 cells | 0.63% of 360,000 active | AID 588492 | protection from H2O2 cell death, % at 20 µM | H9c2 cardiomyocytes, H2O2 injury protection, ATPLite, 2 h;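 active = compounds giving at least 50% protection of heart cells from peroxide-induced death in the single-dose screen, raw or plate-pattern-corrected value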;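 note: 0% = DMSO wells with peroxide and 100% = DMSO wells without peroxide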
iPSC survival up – enhancers of human iPSC single-cell survival; 0.044% of 360,000 active; survival enhancement, % at 20 µM; hiPSC single-cell survival, ATPlite luminescence; 100% = ROCK inhibitor wells, 0% = DMSO; in the data active = survival enhancement above about 18%;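 note: cells exposed to compounds for 16 hours before the ATP read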
Active calls of the source: *; / = not tested or not shown.

Molecule	PDI turbidity	aDG glyco up	Granule exo inh	iPSC survival up	Glyco luc inh	Cardio protect	ABCB6 inh 2	HTR2A ag	CaV13 FRET inh	Vif inh
O=C(Nc1cccc2ccccc12)NC1Cc2ccccc2C1	0	0.2	-20	-0.8	-2	4	104	-17	-21	/
O=C(O)c1cc(-c2ccncc2)nc2ccc(S(=O)(=O)N3CCOCC3)cc12	-16	-0.1	-2	-0.6	3	2	99	0	-8	/
O=C(Cc1n[nH]c(=O)c2ccccc12)OCC(=O)c1ccc(OC(F)F)cc1OC(F)F	-9	0.0	4	-0.5	2	40	100	1	-2	-2
COCc1cc(C)n(CC(=O)Nc2ccc3c(c2)OCO3)c(=O)c1C#N	-1	0.1	-5	-0.2	-3	3	98	-6	-3	-3
CN(CC(=O)Nc1cccc(F)c1)C(=O)Cn1cnc2c1c(=O)n(C)c(=O)n2C	-3	0.0	4	0.7	-1	-1	101	-4	/	-3
COc1ccc(N(CC(=O)NCc2ccccc2)S(=O)(=O)c2c(C)noc2C)cc1	3	-0.2	-2	-2.6	-2	-2	91	0	-3	-4
Cc1cc(OCC(=O)NC(C)(C)C)ccc1Cl	-7	-0.1	-1	-1.2	0	-1	99	-1	-3	-1
CC(C)(C)C(=O)CC(=O)Nc1ccc(Cl)c(N)c1	6	-0.2	-5	1.8	0	-5	98	0	-5	-4
COc1ccc(NC(=O)C2C(c3ccccc3)C2(Cl)Cl)c(OC)c1 (centres undefined)	16	0.1	66*	1.5	0	-10	91	11	-2	7
Cc1nc(SCC(=O)c2ccc(Cl)s2)c2oc3ccccc3c2n1	-12	0.1	-2	-1.7	-2	-4	96	-1	-8	0
COc1ccc(-n2c(Cc3cccn3C)nnc2SCC(=O)Nc2ccccc2OC)cc1	/	0.0	-6	-1.4	-2	-7	99	1	-5	-8
CCCNC(=O)C1CC(=O)N(c2ccc(OCC(=O)Nc3cc(C)cc(C)c3)cc2)C1 (centres undefined)	/	-0.2	-5	-0.2	-1	3	106	4	-2	-2
CCOC(=O)C1=C(Nc2ccccc2)CC(C)(O)C(C(=O)OCC)C1c1ccccc1 (centres undefined)	-4	0.3	-5	0.2	-1	0	101	-1	-2	4
COc1ccc(-n2nnnc2C(c2ccccc2OC(F)(F)F)N2CCN(C/C=C/c3ccccc3)CC2)cc1 (centres undefined)	/	-0.4	15	-1.8	-8	-7	102	-10	-6	/
Cc1ccc(NC(=O)C2CCCC2)cc1S(=O)(=O)N1CCOCC1	2	-0.1	18	1.6	1	-4	100	4	-5	-7
CCC1OC2(C)OC(=N)C1(C#N)C(C#N)(C#N)C2c1ccccc1 (centres undefined)	2	0.2	0	0.3	2	7	105	14	-3	-2
Cc1cc(C)cc(OCCNC(=O)c2cc(S(=O)(=O)N3CCOCC3)ccc2F)c1	-1	0.1	4	0.6	3	-5	97	-2	-3	4
COc1cc(OC)cc(-c2c(C#Cc3ccsc3)c3cc(-c4ccc5c(c4)OCCO5)ccc3n2C)c1	-4	-0.3	-2	12	0	1	97	-2	-6	9
Cn1ccnc1C(=O)c1cc(SCC(=O)N2CCOCC2)nc2ccccc12	-8	0.0	-1	-0.2	-1	17	100	0	-1	-2
O=C(CCN1C(=O)/C(=C/c2ccc(Cl)cc2)SC1=S)Nc1cccnc1	-27	0.1	6	-0.2	-4	-10	96	6	-5	7
O=C(NCCOc1ccc(F)cc1)C1CCC(=O)N(CCc2ccccn2)C1 (centres undefined)	0	0.1	-2	-0.2	-1	-6	98	-2	/	-18
COc1ccc(N(CC(=O)Nc2ccccc2OC)S(=O)(=O)c2ccc(NC(C)=O)cc2)cc1	-8	-0.1	-1	-0.5	24	17	99	-7	-21	5
CC(=O)N1c2ccccc2N=C(c2ccc3c(c2)OCO3)C1C(=O)NCc1ccccc1 (centres undefined)	/	0.0	-1	/	/	/	/	5	-4	/
Cc1oc(-c2ccccc2)cc1C(=O)Nc1cccc(/C=C\C(=O)O)c1	-6	-0.1	1	-0.3	-2	4	101	-4	-3	-16
CC(=O)c1sccc1NC(=O)c1ccccc1C(=O)O	4	-0.1	1	-0.5	0	-1	101	0	4	2
CS(=O)(=O)N1CCc2cc(S(=O)(=O)NCCNS(=O)(=O)c3ccc4c(c3)CCN4S(C)(=O)=O)ccc21	-6	0.1	11	-0.8	1	-4	100	2	-5	-9
COc1cccc(Nc2nc(C(N)c3ccccc3)cs2)n1 (centres undefined)	-1	0.2	3	-0.7	-2	16	95	3	-6	-5
O=C(NS(=O)(=O)Oc1ccccc1F)OC[C@@H]1CCCN2CCCCC12 (some centres undefined)	-1	-0.1	-1	-0.2	0	-4	100	5	-4	2
O=C(CSc1ccc2nnc(-c3ccccn3)n2n1)NCC1CCCO1 (centres undefined)	2	0.4	1	0.6	1	2	100	5	-6	8
c1ccc(-c2cc(-c3nc4ccccc4[nH]3)c3ccccc3n2)cc1	-16	-0.3	25	-0.5	2	-12	96	6	-4	-6

Ordered by length of the SMILES (low to high): some entries from above.
Molecule	PDI turbidity	aDG glyco up	Granule exo inh	iPSC survival up	Glyco luc inh	Cardio protect	ABCB6 inh 2	HTR2A ag	CaV13 FRET inh	Vif inh
Cn1ccnc1C(=O)c1cc(SCC(=O)N2CCOCC2)nc2ccccc12	-8	0.0	-1	-0.2	-1	17	100	0	-1	-2
CC(=O)N1c2ccccc2N=C(c2ccc3c(c2)OCO3)C1C(=O)NCc1ccccc1 (centres undefined)	/	0.0	-1	/	/	/	/	5	-4	/
COc1cc(OC)cc(-c2c(C#Cc3ccsc3)c3cc(-c4ccc5c(c4)OCCO5)ccc3n2C)c1	-4	-0.3	-2	12	0	1	97	-2	-6	9

Going on with the list.
Molecule	PDI turbidity	aDG glyco up	Granule exo inh	iPSC survival up	Glyco luc inh	Cardio protect	ABCB6 inh 2	HTR2A ag	CaV13 FRET inh	Vif inh
Cc1cccc(C(=O)NCCC(=O)Nc2ccc(F)c([N+](=O)[O-])c2)c1	-3	-0.1	1	-0.4	0	-11	100	-7	-2	-5
COc1ccc(/C=N/NC(=O)c2cccc(Br)c2)cc1CSc1ccccn1	-21	0.1	-4	1.5	1	7	101	-6	-10	-1
COc1ccc(CNC(=O)C/C(C)=N/NC(=O)Cc2ccc(OC)cc2)cc1	8	0.0	-4	-0.9	-2	3	92	1	-3	1
CSCCCNC(=S)N1CCc2ccccc2C1	4	0.5	-2	1.0	-3	-12	97	2	2	4
Nc1nc(Nc2cccc(F)c2)nc(NCc2ccco2)c1[N+](=O)[O-]	-1	-0.2	0	-0.7	-1	-10	97	-2	-5	-10
O=C(CN1CCN(C(=O)c2ccco2)CC1)Nc1ccccc1	9	0.0	-10	2.4	4	3	97	-11	-5	27
CCc1ccc(NC(=S)NC2CC3CCCC(C2)N3Cc2cccs2)cc1 (centres undefined)	5	4.0*	4	-3.5	-6	-20	100	-13	-7	0
N#Cc1c(Cl)cccc1N1CCCC1	2	-0.1	-3	-0.7	1	3	90	-4	-20	-2
CCc1ccc(OC)c(S(=O)(=O)NCCOc2ccccc2)c1	-10	-0.1	-2	-0.2	-1	-2	93	2	-7	/
O=C(CSc1nnc(-c2ccccc2)o1)N1CCCCC1	3	-0.1	6	-0.6	-7	1	97	-3	-3	-9
N#CC(c1cccc([N+](=O)[O-])c1)C(CC(=O)c1ccccc1)c1ccccc1 (centres undefined)	9	-0.2	-2	-2.6	-5	8	100	-6	-10	-3
CC1Cc2ccccc2N1C(=O)CSc1ccccc1 (centres undefined)	-5	0.1	2	-1.1	-1	-1	97	-2	-4	19
Cc1c(C(=O)NCCc2ccccc2)oc2ccc(S(=O)(=O)N3CCOCC3)cc12	0	-0.1	1	-4.0	0	34	95	-9	-5	/
COC(=O)Cc1c(-c2[nH]c3ccccc3c2CC(=O)OC)[nH]c2ccccc12	-1	4.2	0	-3.1	9	-4	94	-5	-5	2
Cc1ccsc1C(=O)NNC(=O)Nc1ccc(Cl)c(Cl)c1	-1	-0.2	-3	-3.6	0	-9	95	-2	-3	-3

No new results follow: an excerpt of the list.
Molecule	PDI turbidity	aDG glyco up	Granule exo inh	iPSC survival up	Glyco luc inh	Cardio protect	ABCB6 inh 2	HTR2A ag	CaV13 FRET inh	Vif inh
O=C(Nc1cccc2ccccc12)NC1Cc2ccccc2C1	0	0.2	-20	-0.8	-2	4	104	-17	-21	/
O=C(O)c1cc(-c2ccncc2)nc2ccc(S(=O)(=O)N3CCOCC3)cc12	-16	-0.1	-2	-0.6	3	2	99	0	-8	/
O=C(Cc1n[nH]c(=O)c2ccccc12)OCC(=O)c1ccc(OC(F)F)cc1OC(F)F	-9	0.0	4	-0.5	2	40	100	1	-2	-2

Later entries
Molecule	PDI turbidity	aDG glyco up	Granule exo inh	iPSC survival up	Glyco luc inh	Cardio protect	ABCB6 inh 2	HTR2A ag	CaV13 FRET inh	Vif inh
CSc1cccc(NC(C)C(=O)NCc2ccccc2)c1 (centres undefined)	-3	-0.2	0	0.8	-1	-5	96	-4	-6	-1
CC(=O)N1CCN(C(=S)Nc2ccc(Oc3ccccc3)cc2)CC1	0	0.3	2	1.5	4	0	91	-4	8	-6
Cc1cccc(C)c1NC(=S)NC(=O)CCc1ccccc1	4	0.3	-1	-1.3	1	-3	99	-5	-7	-2
Cc1ccccc1OCCC(=O)N(Cc1ccccc1)c1c(N)n(Cc2ccccc2)c(=O)[nH]c1=O	-3	-0.1	12	0.0	6	1	94	2	/	/
O=S(=O)(c1cc(Cl)c(Cl)cc1Cl)N1CCN2CCCC2C1 (centres undefined)	-4	0.3	1	-0.6	2	-10	96	-2	-2	1
CCN(CC)C(=O)/C(=C/c1cn(S(=O)(=O)N(C)C)c2ccccc12)NC(=O)c1ccc(OC)cc1	2	0.2	-6	-0.6	-1	0	96	2	2	-13
Cc1cc(C)cc(NC(=O)CN(C)CC(=O)N(CC(C)C)c2c(N)n(CC(C)C)c(=O)[nH]c2=O)c1	-2	-0.2	-4	0.1	3	-1	97	9	-3	4
Cn1nnnc1SCC(=O)Nc1nc2c(s1)CCCC2	3	-0.3	-2	1.8	-6	1	100	-3	-5	26
Cc1ccc2c(NCc3ccco3)nc(NC(C)C)nc2c1	/	0.3	-2	-2.1	/	/	101	-7	-6	/
Cc1ccc(Nc2cc(=O)[nH]c(=O)[nH]2)cc1C	-2	0.0	-3	1.4	3	2	96	1	-4	57*
